Compound activity: PubChem BioAssay, several laboratories
proKLK7 act: activators of human kallikrein-7 zymogen; actives 0.9% (n = 370,000); AID 652039; activation, % at 7 µM; purified proKLK7, EDANS-DABCYL substrate fluorescence; 100% is mature enzyme control, 0% vehicle;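 active means activation above the mean of all tested compounds plus 3 SD, computed per campaign excluding outliers beyond control limits, cut at about 13% in these data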
HGIII-sPLA2 inh: Blocks human group III sPLA2 activity | QFRET BODIPY PC-A2 liposome hydrolysis, fluorescence | inhibition, % at 12.2 µM | Q9NZ20 | AID 743126 | actives 0.56% (n = 370,000);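 active means inhibition above mean plus 3 SD of compounds lying within the high and low control bounds, cut at about 19% in these data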;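 further: 0% = median of test compound wells and 100% = no enzyme DMSO wells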
hcDAF12 agonist: activates DAF-12 receptor from parasite H. contortus; activation, % at 6.8 µM; actives 1.4% (n = 370,000); HEK293 hcDAF-12 lit1-tk-luc reporter, luminescence; 0% DMSO, 100% Δ7-dafachronic acid; AID 652067;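 active means activation above the mean of all tested compounds plus 3 SD, cut at about 5.5% in these data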;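 further: 100% = response to 3 µM Δ7-dafachronic acid high control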
DAX1 inh-1: DAX1 (NR0B1) inhibition, primary screen | actives 1.1% (n = 370,000) | inhibition, % at 6.8 µM | AID 652010 | HEK293T StAR-luciferase reporter, SF-1/DAX-1 repression relief;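 active means inhibition above the mean over all tested compounds plus 3 SD, cut at about 3.6% in these data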;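 further: 0% = DAX-1 cells with DMSO and 100% = cells lacking DAX-1 with DMSO; higher inhibition means more luminescence from relief of DAX-1 repression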
GAA850 FXN act: activators of GAA850 frataxin (FXN) promoter | HEK293 lucGAA850 FXN promoter luciferase reporter, 24 h; percent of 10 µM SAHA response | activation, % at 6 µM | actives 0.56% (n = 360,000);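 active means activation above the average of all compounds screened plus 3 SD, cutoff fixed separately per campaign, cut at about 7.5% in these data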;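 further: 0% = DMSO wells and 100% = 10 µM SAHA wells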
GC-A act: GC-A (human) enzyme activation | P16066 | HEK293 GC-A cells, cGMP TR-FRET, EC30 ANP; 0% at EC30 ANP, 100% saturating ANP | activation, % at 10 µM | actives 0.14% (n = 370,000) | AID 1671463; in the data active means activation above about 40%
Target sequence (P16066 whole entry, looked up): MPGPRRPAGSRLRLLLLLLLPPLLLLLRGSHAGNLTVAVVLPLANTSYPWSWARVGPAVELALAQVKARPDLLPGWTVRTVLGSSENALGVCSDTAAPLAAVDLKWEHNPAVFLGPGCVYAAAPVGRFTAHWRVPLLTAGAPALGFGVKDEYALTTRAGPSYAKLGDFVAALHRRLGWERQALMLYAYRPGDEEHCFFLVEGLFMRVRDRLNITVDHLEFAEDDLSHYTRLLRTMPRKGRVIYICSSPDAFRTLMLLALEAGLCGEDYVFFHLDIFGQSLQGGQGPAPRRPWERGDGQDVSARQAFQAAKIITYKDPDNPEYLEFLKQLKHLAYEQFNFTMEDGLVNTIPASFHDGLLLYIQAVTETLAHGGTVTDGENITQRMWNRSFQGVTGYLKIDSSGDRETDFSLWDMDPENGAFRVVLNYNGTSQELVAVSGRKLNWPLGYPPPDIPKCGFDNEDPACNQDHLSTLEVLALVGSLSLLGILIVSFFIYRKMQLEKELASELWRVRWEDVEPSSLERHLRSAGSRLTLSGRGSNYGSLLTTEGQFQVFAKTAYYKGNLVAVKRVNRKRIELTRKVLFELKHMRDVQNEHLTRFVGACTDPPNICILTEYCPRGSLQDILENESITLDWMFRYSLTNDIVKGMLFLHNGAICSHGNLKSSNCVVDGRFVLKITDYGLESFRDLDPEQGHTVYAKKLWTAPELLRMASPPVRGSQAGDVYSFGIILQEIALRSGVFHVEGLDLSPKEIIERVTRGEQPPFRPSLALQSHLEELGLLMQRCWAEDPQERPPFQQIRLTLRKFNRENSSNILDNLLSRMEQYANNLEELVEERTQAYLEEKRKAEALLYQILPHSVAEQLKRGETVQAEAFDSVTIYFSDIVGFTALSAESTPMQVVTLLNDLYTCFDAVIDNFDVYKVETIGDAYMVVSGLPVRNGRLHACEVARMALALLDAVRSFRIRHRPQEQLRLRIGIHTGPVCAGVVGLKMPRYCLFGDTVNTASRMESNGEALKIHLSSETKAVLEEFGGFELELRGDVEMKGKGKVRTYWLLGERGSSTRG
NPR2 activator: GC-B (human) receptor activation; HEK293-GC-B cells, CNP EC30, cGMP TR-FRET; 0% at EC30 CNP, 100% saturating CNP; activation, % at 10 µM; actives 0.11% (n = 370,000);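 active means activation at 10 µM reaching about 35% in either raw or pattern-adjusted values, limit read from the data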
DAX1 inh-2: inhibitors of human orphan nuclear receptor DAX1 (NR0B1). HEK293 Gal4-DAX1 luciferase reporter, luminescence. inhibition, % at 6.75 µM. actives 0.99% (n = 340,000). AID 504766;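 active means inhibition above the mean over all tested compounds plus 3 SD, cut at about 4.2% in these data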;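 further: 0% = DAX1-transfected cells with DMSO and 100% = empty-vector control cells with DMSO; inhibition shows as a rise in luminescence from relieved DAX1 repression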
hgDAF12 agonist: hgDAF-12 agonism, primary luciferase screen | actives 1.8% (n = 370,000) | activation, % at 6.8 µM | HEK293 GAL4-hgDAF12 UAS-luciferase reporter, agonist luminescence; normalized to butyrate control;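 active means activation above a cutoff set at the mean of all screened compounds plus 3 SD, cut at about 10% in these data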;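 further: 0% = DMSO wells and 100% = sodium butyrate wells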
SMARCA2 activ: activators of SMARCA2 function; activation, % at 9.1 µM; AID 652017; actives 1% (n = 370,000); MG213 cells, MMTV-luciferase reporter, dexamethasone, overnight; in the data active means activation above about 7.8%;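 further: 0% = vehicle wells and 100% = reference activator wells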
ssDAF12 agonist: activators of S. stercoralis DAF-12 nuclear receptor; HEK293 ssDAF-12/GRIP1 lit1-tk-luc reporter, luminescence; % of 3 µM dafachronic acid response; activation, % at 6.8 µM; actives 1% (n = 370,000); AID 652126;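 active means activation above the mean over all tested compounds plus 3 SD, cut at about 0.9% in these data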;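 further: 0% = DMSO-only wells and 100% = 3 µM delta7-dafachronic acid wells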
Active calls of the source: *; . = no result given.

SMILES | proKLK7 act | HGIII-sPLA2 inh | hcDAF12 agonist | DAX1 inh-1 | GAA850 FXN act | GC-A act | NPR2 activator | DAX1 inh-2 | hgDAF12 agonist | SMARCA2 activ | ssDAF12 agonist
Cc1c(Cc2ccccc2)c(=O)oc2cc(O)cc(O)c12 | 55.2* | -22.8 | -1.4 | -0.2 | -0.1 | 18.0 | 9.1 | 2.3 | 1.7 | -2.0 | -0.7
COc1ccccc1S(=O)(=O)N(C)C[C@H]1OCc2cnnn2CCCC(=O)N([C@H](C)CO)C[C@H]1C | 0.4 | -9.4 | -1.2 | 1.1 | -0.9 | 0.5 | 0.5 | 0.2 | 0.8 | -2.1 | -0.9
O=C(/C=C1\SC(=O)NC1=O)Nc1ccc(C(=O)O)cc1 | 0.3 | -4.7 | 0.2 | -0.1 | 1.7 | 2.8 | 6.5 | -1.4 | -1.1 | -2.9 | -0.5
Cc1cc(-c2ccco2)n(CC(=O)O)n1 | -0.4 | 8.3 | -1.2 | 0.9 | 0.0 | 0.5 | -1.8 | -0.2 | -0.6 | -1.9 | -1.1
CCCNC(=O)C1(C)CCCN(C(=O)c2ccc(OC)cc2OC)C1 (stereo unspecified) | 0.3 | 0.1 | -0.4 | 0.1 | 2.7 | 6.2 | 4.9 | . | 5.3 | 0.1 | -1.8
Cc1ccc(C(=O)Nc2ccc(O)cc2C(=O)O)cc1C | 0.4 | -5.5 | -0.2 | 0.7 | 2.5 | 2.6 | 3.4 | -1.2 | -1.0 | -5.7 | -1.0
Cn1c(CN2CCOCC2)nc2cc(NC(=O)c3ccc(F)cc3)ccc21 | -0.1 | -0.4 | 0.0 | -1.4 | -0.9 | 5.3 | 3.3 | -2.2 | -2.1 | -1.9 | -2.4
NC(=O)C1CCN(c2nc(-c3cccnc3)cs2)CC1 | -1.5 | -4.0 | 2.2 | -0.5 | 0.7 | 6.4 | -5.2 | 0.8 | 1.4 | 1.3 | -0.2
CC(C)NC(=O)Cn1c(-c2cncs2)nc2ccccc21 | -0.1 | -3.8 | -1.3 | -0.1 | . | 1.4 | -1.9 | . | -0.4 | -3.0 | -1.6
Cc1ccc(NC(=O)CSc2nc3ncc(Cl)cc3[nH]2)c(C)c1 | 0.3 | -8.8 | -0.7 | 0.0 | 1.6 | -4.8 | -2.0 | 0.3 | 2.5 | 2.3 | -0.5
COc1ccc([N+](=O)[O-])cc1NC(=O)C1CCCCC1C(=O)O (stereo unspecified) | -0.3 | -1.4 | 1.1 | 0.0 | -1.9 | 1.3 | 0.6 | 1.6 | 1.6 | -0.5 | -1.2
Cn1c(=O)[nH]c(=O)c2c1nc(N1CCCCCC1)n2Cc1cccc2ccccc12 | -0.6 | 8.9 | -2.2 | 0.2 | -2.0 | -4.4 | 7.2 | 0.8 | -0.2 | 0.0 | -0.9
CCOC(=O)N1CCN(c2nc(N(c3ccccc3)c3ccccc3)nc(-n3ccnc3)n2)CC1 | -0.9 | 2.0 | -1.6 | 0.6 | . | 6.3 | 5.5 | . | -0.5 | 3.0 | -1.7
CCOC(=O)C1CSCCS(=O)(=O)N1Cc1ccc(Br)cc1 (stereo unspecified) | 0.2 | 10.8 | -1.2 | 1.0 | . | -3.5 | -2.2 | . | -1.8 | -4.6 | -0.8
Cc1cc(CN(C)C(=O)c2ccc(OC3CCN(S(=O)(=O)N(C)C)CC3)cc2)n[nH]1 | 0.7 | -1.9 | -2.0 | -0.2 | -1.2 | -1.4 | -1.1 | 1.1 | 0.2 | 0.9 | -1.4
O=C(Nc1ccc(Oc2ccsc2C(=O)O)cc1)c1ccccc1F | -0.5 | 2.1 | -0.8 | 0.1 | 0.4 | 0.3 | -5.4 | 1.8 | 0.3 | 2.4 | -1.3
Cc1cnc(C)c(N2CCN(Cc3cn(C)nc3-c3cccc(Cl)c3)CC2)n1 | -0.2 | -0.8 | -0.8 | -1.0 | 0.2 | -3.8 | -3.8 | 1.8 | -1.2 | 0.2 | -2.2
CCOC(=O)C1=C(C)N(c2ccccc2)C(=O)/C1=C\c1ccc(O)c(OC)c1 | 0.3 | -10.7 | -0.3 | -0.4 | 2.1 | 1.1 | -1.9 | 0.5 | -0.1 | 0.2 | -1.4
CSCCCNC(=S)Nc1ccc(N2CCOCC2)cc1N1CCOCC1 | 0.6 | 6.0 | -1.0 | 0.0 | 0.7 | -4.3 | 0.3 | -0.6 | -0.4 | -1.0 | -0.7
CS(=O)(=O)N(CC(=O)O)Cc1cccc(CN(CC(=O)O)S(C)(=O)=O)c1 | 0.5 | 9.8 | -0.6 | -0.2 | -1.3 | -0.9 | 0.5 | 1.2 | -1.9 | -1.6 | -1.1
O=C(Nc1ccccc1N1CCOCC1)c1cccc(Oc2ccccc2)c1 | -0.3 | -2.7 | -2.5 | -0.7 | 1.5 | 0.6 | -7.4 | -1.3 | 1.9 | 0.3 | -1.4
Cc1ccc(/C=C/C(=O)N2CCCN(C(=O)/C=C/c3ccc(C)cc3)CC2)cc1 | 0.1 | -12.5 | 3.0 | 0.5 | 0.7 | -1.8 | 4.7 | 0.8 | 5.1 | 0.9 | -0.8
CCN(CC)CCn1c(NC(=O)c2ccc(Cl)cc2)nc2ccccc21 | -8.3 | -0.1 | 5.7* | 1.2 | 0.2 | -5.7 | -3.6 | 0.5 | 3.9 | 2.4 | 1.0*
Cc1ccc(Nc2nc3c(c(=O)[nH]2)CCCC3)cc1 | 0.3 | 5.2 | 1.5 | 1.0 | 5.3 | -2.5 | -2.8 | 0.3 | 3.0 | -2.4 | 0.0
O=C(c1ccc(Cl)cc1)c1ccccc1C(=O)N1CCOCC1 | 0.2 | -0.9 | 0.3 | -0.2 | 1.1 | 4.9 | -10.4 | -1.1 | -0.8 | 1.2 | -2.0
COc1cccc(N2[C@@H](CC(=O)O)c3cc(C(F)(F)F)ccc3S2(=O)=O)c1 | -0.2 | -3.6 | 3.8 | 0.3 | -1.1 | 0.9 | 2.4 | -0.6 | 0.8 | 0.6 | 0.2
COCOc1ccc(-c2cc(=O)c3c(O)cc(OCOC)cc3o2)cc1 | 0.1 | 3.6 | 2.0 | 1.5 | -0.3 | -4.1 | -8.5 | -0.6 | 2.9 | 7.6 | -0.5
CCc1ccc(OCC(=O)O/N=C(\N)c2cccnc2)cc1 | -0.2 | 9.4 | -1.3 | -0.5 | 3.0 | 8.3 | -6.1 | . | 4.8 | -2.6 | -0.9
O=C1NC(c2ccncc2)Nc2sc3c(c21)CCCC3 (stereo unspecified) | 1.1 | 9.0 | -1.1 | 0.5 | -0.4 | -3.4 | -0.6 | 1.3 | 0.4 | -0.6 | -1.6
CCc1ccc(N2CC(C(=O)OC)CC2=O)cc1 (stereo unspecified) | 0.1 | 4.3 | 0.1 | 0.4 | 0.9 | 3.1 | 0.7 | 0.0 | 2.5 | -3.3 | -1.7
O=C(OCCC1Oc2cccnc2NC1=O)c1ccc(Cl)cc1 (stereo unspecified) | 0.0 | -4.8 | -2.1 | 0.2 | 1.4 | -2.3 | -14.7 | 0.4 | -1.7 | -0.8 | -1.4
COc1ccc(Nc2ncnc3c2c(C)c(C)n3CCCN(C)C)cc1 | 0.1 | -4.3 | 1.9 | 0.4 | -3.4 | -1.8 | -1.1 | 1.8 | -3.4 | 2.0 | -1.6
CCN(C[C@H]1N[C@@](C)(C(=O)OC)[C@H]2C(=O)N(C)C(=O)[C@@H]12)C(=O)Nc1ccc(Cl)cc1 | 0.0 | -3.1 | 0.8 | -0.4 | -0.1 | 1.9 | -2.7 | 1.6 | 1.5 | 3.1 | -0.7
CCn1c(=O)c2ccccc2n(Cc2ccc([N+](=O)[O-])cc2)c1=O | 0.7 | 5.2 | -1.5 | 0.2 | 3.4 | 5.6 | 2.7 | -0.9 | -0.9 | 2.4 | 0.3
Cc1ccc(C)c(C(=O)CN2C(=O)c3ccccc3S2(=O)=O)c1 | 0.0 | -5.0 | 0.0 | 2.7 | -2.0 | -4.0 | -8.9 | -1.0 | 2.4 | 7.7 | -0.5
Cc1cc([N+](=O)[O-])nn1CCC(=O)NC1CCCCCC1 | 0.0 | -1.6 | 2.1 | 0.1 | 2.2 | -0.9 | 9.5 | 0.9 | -0.4 | -0.1 | -1.1
COc1ccccc1CNC(=O)C(NC(=O)C1CCCCC1)C(C)C (stereo unspecified) | -0.3 | 8.3 | 0.2 | 0.6 | 1.5 | -3.6 | -3.1 | 1.6 | -1.4 | -5.0 | -1.4
CCOc1cccc(-c2nc3c(s2)CCc2onc(-c4cccc([N+](=O)[O-])c4)c2-3)c1 | 0.3 | -3.1 | -0.1 | -0.1 | 0.3 | 1.1 | -4.0 | 1.7 | 1.8 | 0.1 | -1.2
O=C(c1csc2ccccc12)N1CCCCCC1 | -0.2 | 4.3 | -1.1 | -0.6 | -0.8 | -0.1 | -0.1 | -1.3 | -0.7 | -2.5 | -1.7
O=C(c1ccccc1Cl)N(Cc1ccccc1F)N1C(=O)CCCC1=O | 0.3 | -0.5 | 0.1 | -0.1 | -0.5 | -1.5 | -2.3 | -1.8 | 0.6 | -0.6 | -1.8
COC(=O)C1CCN(S(=O)(=O)Cc2ccccc2Cl)CC1 | 0.1 | -0.1 | -0.7 | -0.5 | -0.6 | -5.7 | 0.5 | 1.7 | -3.5 | -2.4 | -0.5
O=C(Nc1ccc(C(=O)O)cc1)/C(=C\c1ccc([N+](=O)[O-])cc1)NC(=O)c1ccco1 | -0.6 | -6.4 | 0.3 | -0.3 | -0.3 | -1.7 | 1.2 | 4.3* | -2.2 | -3.6 | -1.2
Cc1ccc(-c2nc3ccc(Cl)cc3n2OC(C)C(=O)O)cc1 (stereo unspecified) | -0.2 | 0.8 | 4.1 | 3.4 | 6.7 | 2.5 | -2.5 | 2.0 | 22.9* | 2.3 | -0.2
OCCCC1CCCN(Cc2cn[nH]c2-c2ccc(F)cc2F)C1 (stereo unspecified) | -0.4 | 1.4 | -0.3 | 0.0 | 0.7 | 2.8 | 1.8 | -1.0 | -1.1 | -4.2 | -1.4
CSc1nnc2c3c4c(sc3nc(-n3nc(C)cc3C)n12)COC(C)(C)C4 | -0.6 | 2.0 | -0.3 | 0.2 | -1.4 | 2.8 | -2.0 | -0.8 | -0.3 | -1.9 | -0.9
COc1ccc(C(=O)NC2CCCc3ccccc32)c(OC)c1OC (stereo unspecified) | 0.0 | 2.7 | -3.1 | -0.4 | 0.3 | -2.7 | 1.0 | -1.1 | -4.6 | -3.3 | -2.1

Some entries already given with just HGIII-sPLA2 inh, NPR2 activator and DAX1 inh-1:
compound,HGIII-sPLA2 inh,NPR2 activator,DAX1 inh-1
OCCCC1CCCN(Cc2cn[nH]c2-c2ccc(F)cc2F)C1 (stereo unspecified),1.4,1.8,0.0
CCn1c(=O)c2ccccc2n(Cc2ccc([N+](=O)[O-])cc2)c1=O,5.2,2.7,0.2
